Bioassay records (PubChem BioAssay)
MT1-MMP act inh: blocks activation of human MT1-MMP. HT1080 RFP-PRO-GFP cells, GFP/RFP ratio fluorescence, overnight; percent of plate control window, DMSO zero. GFP/RFP ratio change, % at 20 µM. 360,000 tested, 0.061% active. P50281;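 active = GFP/RFP ratio change of at least 30% with cell ATP level not reduced by more than half and red fluorescence within 50% of control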; also: strong numbers were not always called active
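Compound: 20 µM single dose, 1% DMSO / System: HT1080 RFP-PRO-GFP cells / Controls: DMSO and RFP-L50D-GFP cell wells / Read-out basis: GFP/RFP fluorescence ratio / Schedule: overnight compound exposure at 37 °C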
Scp1 inh: Scp-1 (human) phosphatase inhibition; Q9GZU7; Recombinant Scp1, phosphopeptide, malachite green phosphate absorbance; inhibition, % at 20 µM; 340,000 tested, 0.88% active;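 active = inhibition above about 50% at 20 µM, limit read from the data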;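 also: plate controls were DMSO wells with enzyme for no effect and wells lacking enzyme for full effect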
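Assay system: SCP-1 catalytic fragment, aa 76-261 | Buffer or medium: Tris acetate buffer pH 5.5 with MgCl2 and Tween-20 | Compound: One concentration, 20 µM, with 1.0% DMSO | Also added: Phospho 17-mer peptide substrate | Signal: Absorbance at 630 nm | Incubation: 45 min enzyme reaction at room temperature | Measure: % inhibition of SCP-1 phosphate liberation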
DNMT1 inh: DNMT1 (human) enzyme inhibition | P26358 | DNMT1 molecular beacon, Hinp1I cleavage, fluorescence | inhibition (reported as % activation of signal), % at 10 µM | 360,000 tested, 0.83% active | AID 588458; in the data active = inhibition above about 50%
Rpn11 block: inhibitors of human proteasome Rpn11 | 360,000 tested, 0.59% active | calls only at 20 µM | human 26S proteasome, Ub4-pepOG fluorescence polarization; 20S core pre-blocked with epoxomicin | AID 588493 | O00487;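 active = inhibition at 20 µM, scaled to each plate's controls, above about 33%, limit read from the data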
STEP inh: blocks human striatal-enriched tyrosine phosphatase; P54829; recombinant STEP, OMFP fluorogenic substrate, fluorescence; inhibition, % at 20 µM; 360,000 tested, 0.25% active;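 active = inhibition at 20 µM, scaled per plate between control wells, above about 37%, limit read from the data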;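 also: 0% = DMSO with enzyme and substrate and 100% = substrate only without enzyme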
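Test system: STEP tyrosine phosphatase / Reagent: OMFP at 25 µM / Doses: 20 µM, 1% DMSO / Read-out: percent inhibition scaled to no-enzyme and uninhibited-enzyme controls, plate-pattern corrected / Detection: FITC-channel fluorescence of OMFP product / Medium: Bis-Tris buffer pH 6.0, 2.5 mM DTT, 0.005% Tween 20 / Schedule: 20 min at room temperature, dark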
SKN-1 block: C. elegans SKN-1 inhibition; inhibition, % at 21.8 µM; C. elegans VP596 Pgst-4::GFP/RFP ratio, acrylamide-induced, 24 h; 360,000 tested, 0.49% active;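 active = interference check ratio from 0.5 to 1.5 plus GFP to RFP signal ratio inhibition reaching or exceeding a fixed threshold, cut at about 30% in these data, passing the limit was not always enough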; also: some compounds called inactive have numbers as strong as hits
NadD block: NadD (S. aureus) enzyme inhibition | purified NadD enzyme, colorimetric absorbance read-out | inhibition, % at 20 µM | 360,000 tested, 0.78% active | AID 602399; in the data active = inhibition above about 26%; also: some compounds past the cut are filed as inactive
NRP1-CendR mod: modulators of CendR peptide binding to human neuropilin-1 | 360,000 tested, 0.85% active | FAM-RPARPAR peptide binding to NRP-1, fluorescence polarization | inhibition, % at 25 µM | O14786 | AID 602438;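 active = inhibition or corrected inhibition above about 18%, plus a signal ratio from 0.5 to 1.5, limit read from the data, passing the limit was not always enough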; also: strong numbers were not always called active
Target sequence (O14786 whole entry, looked up): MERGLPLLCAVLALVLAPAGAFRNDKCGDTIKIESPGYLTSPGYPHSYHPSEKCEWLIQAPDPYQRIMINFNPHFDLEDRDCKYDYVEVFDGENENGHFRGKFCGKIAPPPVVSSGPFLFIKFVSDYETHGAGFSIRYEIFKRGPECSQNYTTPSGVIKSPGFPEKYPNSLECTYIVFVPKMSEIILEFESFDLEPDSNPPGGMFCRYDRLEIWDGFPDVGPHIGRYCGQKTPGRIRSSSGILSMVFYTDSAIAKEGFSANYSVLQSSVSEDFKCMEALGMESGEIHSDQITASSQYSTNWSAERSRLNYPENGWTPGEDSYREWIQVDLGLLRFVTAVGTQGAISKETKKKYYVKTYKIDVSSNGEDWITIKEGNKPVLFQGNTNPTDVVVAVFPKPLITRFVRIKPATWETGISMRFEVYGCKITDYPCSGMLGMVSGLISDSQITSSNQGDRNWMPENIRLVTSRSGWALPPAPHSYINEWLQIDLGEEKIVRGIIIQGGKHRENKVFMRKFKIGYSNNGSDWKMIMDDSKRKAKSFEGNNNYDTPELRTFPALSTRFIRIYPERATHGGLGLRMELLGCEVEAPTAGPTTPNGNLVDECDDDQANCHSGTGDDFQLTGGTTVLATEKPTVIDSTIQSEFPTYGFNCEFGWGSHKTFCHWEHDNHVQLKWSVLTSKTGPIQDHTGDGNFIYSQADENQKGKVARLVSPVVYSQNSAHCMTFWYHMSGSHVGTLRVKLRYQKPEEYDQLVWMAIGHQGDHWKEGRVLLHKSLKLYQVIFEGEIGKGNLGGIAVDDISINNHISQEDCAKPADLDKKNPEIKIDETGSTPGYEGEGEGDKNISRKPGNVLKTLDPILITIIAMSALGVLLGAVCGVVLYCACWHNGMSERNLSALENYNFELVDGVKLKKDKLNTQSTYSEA
SUMO1 PPI mod: SUMO1-SIM interaction modulation; 360,000 tested, 0.33% active; P63165; SUMO1 binding to a labelled peptide, TR-FRET, 1 h; AID 602429; inhibition, % at 20 µM; in the data active = inhibition above about 37%
LMPTP block: LMPTP (human) inhibition; recombinant LMPTP-A, OMFP fluorogenic substrate, fluorescence intensity; P24666; AID 651560; inhibition, % at 20 µM; 360,000 tested, 0.22% active;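 active = compounds that cut the enzyme signal by at least half of the control window in the single-dose screen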;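 also: plate controls were DMSO wells with enzyme plus substrate for no effect and substrate without enzyme for full effect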
Target sequence (P24666 whole entry, looked up): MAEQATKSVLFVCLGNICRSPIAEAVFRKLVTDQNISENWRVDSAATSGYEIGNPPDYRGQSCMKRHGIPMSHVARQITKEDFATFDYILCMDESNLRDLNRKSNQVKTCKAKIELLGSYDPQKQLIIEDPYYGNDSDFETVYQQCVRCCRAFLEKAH
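Test system: LMPTP-A phosphatase enzyme. Amount: LMPTP-A at 0.625 nM final in the reaction. Reagent: OMFP substrate, 400 µM final. Times: 50 min at room temperature. Signal: endpoint fluorescence intensity from OMFP dephosphorylation. Read-out basis: % inhibition. Benchmarks: no-enzyme and uninhibited controls.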
Active calls of the source: *; i = inactive; . = no result given.

Each structure is followed by: MT1-MMP act inh, Scp1 inh, DNMT1 inh, Rpn11 block, STEP inh, SKN-1 block, NadD block, NRP1-CendR mod, SUMO1 PPI mod, LMPTP block
> Nc1ccccc1OCCOCCOc1ccccc1N
→ 4.1, 0.5, -8.7, i, 1.7, -17.7, 1.1, 1.7, -1.2, -1.7
> CCOc1cc(NC(=O)c2ccco2)c(OCC)cc1NC(=O)c1cc(OC)c(OC)c(OC)c1
→ 17.6, -5.5, -1.2, i, 1.7, -2.8, -7.0, 6.6, 1.2, -0.5
> NS(=O)(=O)c1cccc(NS(=O)(=O)c2ccc(/C=C/C(=O)O)cc2)c1
→ 0.4, 9.0, 3.3, i, 3.3, 0.7, -9.0, 1.9, -1.3, -2.2
> COc1ccc(Cc2nc3ccc(C(=O)NCc4cc(C)no4)cc3o2)cc1
→ -1.5, -5.5, -0.3, i, 1.8, 7.7, -2.3, 8.6, -4.1, 1.2
> N=c1c2c3c(sc2ncn1CCCN1CCOCC1)CCCCC3
→ -0.8, -12.6, -1.3, i, -2.8, -1.1, 0.3, -1.2, -1.6, 0.7
> Cc1ccc(S(=O)(=O)CCC(=O)N(C)c2c(N)n(Cc3ccccc3)c(=O)[nH]c2=O)cc1
→ 4.3, 1.3, 0.5, i, -1.3, 4.5, -4.6, -5.3, 4.5, -0.6
> CCOC(=O)C1Cn2c(nc3c(c2=O)C(C)(C)Cc2ccccc2-3)S1 (stereo not given)
→ -9.9, -4.9, -1.6, i, -0.6, -9.5, -6.0, -2.7, -0.8, 1.1
> O=C(Nc1ccc(N2CCN(C(=O)c3ccco3)CC2)cc1)C(c1ccccc1)c1ccccc1
→ -5.0, -4.4, -14.5, i, -1.5, 13.8, 17.6, -187.9, 0.3, 3.9
> Cn1cnc([N+](=O)[O-])c1SCC(O)CN1CCCCC1 (stereo not given)
→ -3.6, -1.8, 3.4, i, -1.9, 4.2, 0.3, -1.7, -4.7, -4.6
> CC(Oc1ccccc1F)C(=O)NCCN1CCCCC1 (stereo not given)
→ ., 0.6, 2.7, i, -1.3, 22.3, -1.8, -3.9, 2.3, -1.4
> Cc1cccc([C@@H]2[C@@H]3C(=O)N(Cc4ccccc4)C(=O)[C@@H]3[C@]3(C)C(=O)N(c4ccc(Br)cc4)C(=O)N23)c1
→ -0.2, -11.0, -5.3, i, -5.2, -1.8, 6.8, 8.9, 6.6, 0.5
> O=C(NC(=O)c1ccccc1)Nc1ccccn1
→ -2.6, ., 2.1, i, 8.2, 15.2, -2.0, 8.8, 2.1, 1.4
> COc1ncccc1C(=O)N1CCCC(N2CCN(c3cccc(Cl)c3)CC2)C1 (stereo not given)
→ 3.9, 4.0, 7.9, i, -1.1, -13.9, -2.3, 4.6, 4.7, 0.2
> CCOC(=O)[C@H]1[C@H]2COc3ccc(Cl)cc3[C@@H]2N2C(=O)[C@@H](C)NC(=O)[C@@]12C
→ -2.4, -5.8, 1.9, i, 1.2, -8.5, -2.7, 19.9, 5.7, 0.4
> Cc1c(CC(=O)N[C@@H](C)C(=O)O)c(=O)oc2c(C)c3occ(-c4ccccc4)c3cc12
→ 13.8, 17.3, 9.2, i, 6.7, -7.2, 2.1, 7.4, 24.8, 3.8
> C/C(CC(=O)N1CCN(C=O)CC1)=N\NC(=O)c1ccc([N+](=O)[O-])cc1
→ 9.6, 0.7, 0.2, i, -0.9, 8.2, -1.2, -5.5, -14.1, 0.2
> COc1ccccc1-c1csc(Nc2ccc(Oc3ccccc3)cc2)n1
→ 2.6, ., -18.1, i, -4.6, 11.1, 13.1, 7.3, 7.9, 0.7
> NCCCC[C@H]1CNC(=O)C(=O)N1CCCCC1CCCCC1
→ -1.1, -5.2, 5.6, i, -1.2, 5.8, -10.3, 0.9, -2.8, -2.8
> Cn1cc(C(=O)Nc2ccc(Cl)c(Cl)c2)cn1
→ -14.6, -13.3, -1.6, i, -2.8, -24.7, -9.4, -11.6, -2.0, 0.9
> CCOC(=O)C1CCCN(C(=O)c2cc(-c3ccccc3)cs2)CC1 (stereo not given)
→ -1.7, ., -0.6, i, 2.9, -1.5, -7.3, 3.1, -0.4, 0.7
> CN(C)CCCN1C(=O)CSC1c1ccccc1 (stereo not given)
→ -0.2, -9.8, -2.6, i, -1.6, -9.2, 2.3, 2.7, 0.7, -0.3
> Cc1cc(Cl)ccc1OCC(=O)N(Cc1ccco1)C1CCS(=O)(=O)C1 (stereo not given)
→ -0.5, -16.4, -3.3, i, 0.6, -1.4, -5.3, 12.4, 1.6, -0.9
> COc1ccc(CCNC(=S)Nc2cccc(C)c2C)cc1
→ -2.2, 0.0, -1.3, i, -3.7, -10.6, -0.4, 0.8, -1.9, 1.2
> CN(CC(=O)Nc1ccc(F)cc1)C(=O)COC(=O)c1cc(Br)c(Br)s1
→ 1.6, -7.5, -1.5, i, -0.3, 0.4, -0.9, 6.2, -2.9, 0.7
> O=C(c1nn2c(C(F)(F)F)cc(-c3cccs3)nc2c1Cl)N1CCCc2ccccc21
→ -16.5, -14.6, -8.3, i, 2.5, 13.4, 16.6, -1.0, -0.3, 2.2
> CCOC(=O)C1=C(C)OC(N)=C(C#N)C1c1ccc(OC)c(C)c1OC (stereo not given)
→ -1.0, 0.4, 2.2, i, 1.6, -7.7, 0.2, -15.3, 6.0, -0.4
> CC(C)(C)NC(=S)Nc1cccc(C(F)(F)F)c1
→ -1.3, -2.5, 7.6, i, -2.4, -7.5, -2.2, 5.3, 1.9, 1.0
> CCCCNC(=S)Nc1ccc(Oc2ccccc2)cc1
→ 1.2, 4.2, 3.0, i, 5.6, 22.4, -5.6, -1.5, 2.9, 2.7
> Cc1ccc(C(C(=O)NCc2ccco2)N(C(=O)CNC(=O)c2cccs2)c2ccc(C)cc2C)cc1 (stereo not given)
→ 1.8, -10.2, 37.4, i, -0.9, 9.4, 5.5, 7.5, -4.5, 1.6
> COc1cccc(N2CCN(C(=O)CCc3nnc4ccc(N5CCOCC5)nn34)CC2)c1
→ 2.0, 1.2, -1.8, i, -3.7, 3.4, 4.9, -0.6, 2.0, -1.6

As a working copy, 3 of the compounds above:
Each structure is followed by: MT1-MMP act inh, Scp1 inh, DNMT1 inh, Rpn11 block, STEP inh, SKN-1 block, NadD block, NRP1-CendR mod, SUMO1 PPI mod, LMPTP block
> CCCCNC(=S)Nc1ccc(Oc2ccccc2)cc1
→ 1.2, 4.2, 3.0, i, 5.6, 22.4, -5.6, -1.5, 2.9, 2.7
> Cc1ccc(C(C(=O)NCc2ccco2)N(C(=O)CNC(=O)c2cccs2)c2ccc(C)cc2C)cc1 (stereo not given)
→ 1.8, -10.2, 37.4, i, -0.9, 9.4, 5.5, 7.5, -4.5, 1.6
> COc1cccc(N2CCN(C(=O)CCc3nnc4ccc(N5CCOCC5)nn34)CC2)c1
→ 2.0, 1.2, -1.8, i, -3.7, 3.4, 4.9, -0.6, 2.0, -1.6

Remaining list, next part.
Each structure is followed by: MT1-MMP act inh, Scp1 inh, DNMT1 inh, Rpn11 block, STEP inh, SKN-1 block, NadD block, NRP1-CendR mod, SUMO1 PPI mod, LMPTP block
> Cc1ccc(-c2nc(SCC(=O)NCC3CCCO3)c(-c3ccc(C)cc3)[nH]2)cc1 (stereo not given)
→ -2.0, -6.5, -7.6, i, 2.2, -1.0, -4.1, -3.7, 6.6, -0.9
> CSc1ncccc1C(=O)OCC(=O)NCc1ccc2c(c1)OCO2
→ -1.8, 2.9, 0.6, i, -1.8, 1.7, -5.3, 1.6, 0.9, 0.3
> Cc1noc(C)c1S(=O)(=O)NC(=O)C1(C)CCN1C(=O)Cc1ccc(-c2ccccc2)cc1 (stereo not given)
→ 2.4, ., -1.4, i, 4.0, 4.9, -2.3, -1.6, 6.0, -1.4
> CNCc1c(OCc2ccc(F)cc2)ccc2ccccc12
→ 2.6, -1.5, -4.5, i, 0.2, -8.1, -6.9, 4.1, -7.5, -1.0
> CCOC(=O)Cc1nnc(NC(=O)c2ccco2)s1
→ -6.9, -2.0, 3.8, i, -4.2, 9.6, -3.5, 1.8, 11.2, -1.3
> N#Cc1c(NC(=O)COC(=O)c2ccc(S(=O)(=O)N3CCCC3)cc2)sc2c1CCCCC2
→ -1.0, -17.6, -5.4, i, 2.3, 10.3, 8.1, -1.7, 1.9, 1.8
> CCCS(=O)(=O)NC(=O)C1(C)CCCN(C(=O)c2ccc3ccccc3c2)C1 (stereo not given)
→ 2.5, ., 8.0, i, 0.9, 8.0, 1.3, -1.1, 2.1, -0.7
> Cc1ccc(C(=O)NC(=S)Nn2cnnc2)cc1
→ -3.0, -7.4, 0.3, i, -1.5, 12.4, 4.1, -16.6, -5.0, -1.7
> O=C(c1cccc(S(=O)(=O)N2CCOCC2)c1)N(CCc1ccccc1)Cc1ccccc1
→ -5.8, -12.7, -1.0, i, -2.3, 5.7, -4.1, 2.0, 5.0, 0.7
> Cc1cc(C)c(C#N)c(Cl)n1
→ 2.5, 66.3*, -0.1, i, -0.6, 7.4, -2.7, -3.6, 3.8, -0.5
> COC(=O)c1ccc(CNC(=O)CSC(C)C(=O)Nc2cc(C)on2)cc1 (stereo not given)
→ 3.9, -5.7, 6.7, i, 1.2, -5.9, 2.5, -2.0, 2.9, -1.2
> N#C/C(=C\c1c(F)cccc1Cl)c1nn(-c2ccccc2)c(-n2cccc2)c1C#N
→ 3.0, -22.9, -9.5, i, 3.8, 16.0, 6.6, -1.3, 0.5, 1.9

Structures listed so far that have a CF3 group:
Each structure is followed by: MT1-MMP act inh, Scp1 inh, DNMT1 inh, Rpn11 block, STEP inh, SKN-1 block, NadD block, NRP1-CendR mod, SUMO1 PPI mod, LMPTP block
> O=C(c1nn2c(C(F)(F)F)cc(-c3cccs3)nc2c1Cl)N1CCCc2ccccc21
→ -16.5, -14.6, -8.3, i, 2.5, 13.4, 16.6, -1.0, -0.3, 2.2
> CC(C)(C)NC(=S)Nc1cccc(C(F)(F)F)c1
→ -1.3, -2.5, 7.6, i, -2.4, -7.5, -2.2, 5.3, 1.9, 1.0
